12-LOX inh – inhibitors of human 12S-lipoxygenase ALOX12. P18054. purified 12hLO, xylenol orange hydroperoxide absorbance. Potency, µM (titrated, usually from 108 µM), for inactives: at the top dose activity change, negative = inhibition, hits mostly inhibitors. 580,000 tested, 1.1% active; note: potency is the fitted concentration of half-maximal effect; % is set by controls: 0 for no effect and ±100 for the full control effect
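Hydroperoxide product was detected by ferrous iron/xylenol orange as the 573 to 405 nm absorbance ratio. Arachidonic acid at 40 uM (final) was turned over for 30 min at room temperature by 150 nM human 12hLO, pH 7.0 Hepes buffer, after 15 min compound preincubation.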
G9a block – blocks human histone lysine methyltransferase G9a. 350,000 tested, 8.8% active. G9a H3K9 monomethylation, AlphaScreen, 2 h. Potency, µM (series often up to 102 µM), without a hit: at the top dose activity, negative = inhibition, most hits filed as inhibitors. Q96KQ7; note: potency is the fitted concentration of half-maximal effect; % is set by controls: 0 for no effect and ±100 for the full control effect; nearly all actives have a fitted effect of over 75% in size
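Quantitative HTS format: methyltransferase activity on a biotin-tagged H3K9 peptide is measured by AlphaScreen, using a rabbit anti-monomethyl-H3K9 antibody with streptavidin donor and anti-IgG acceptor beads. Final levels are 20 nM enzyme, 500 nM peptide, 20 uM SAM; 2 h RT.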
PI4K2A block – inhibitors of human PI4K2A. purified PI4K2A, ADP-Glo luminescence, 1 h; stronger effect = lower value. AID 1346378. activity change, negative = inhibition, % at 76.9 µM. 420,000 tested, 0.13% active; in the data active = activity change below about -50%; inconclusive = mostly about -30% to -49%;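 note: -100% = wells without enzyme as full effect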
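PI4K2A activity was measured by ADP-Glo luminescence: enzyme (4 ug/mL stock) and phosphatidylinositol (1.2 mM stock) in Tris pH 7.5/MgCl2/EGTA/Triton X-100 buffer were reacted with ATP (300 microM stock) for one hour at ambient temperature.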
BAZ2B inh – inhibitors of human BAZ2B bromodomain; Potency, µM (series often up to 114 µM), without a hit: top-dose activity change, negative = inhibition, most hits filed as inhibitors; Q9UIF8; AlphaScreen BAZ2B-H3K14Ac peptide displacement; 360,000 tested, 4.4% active; note: potency is the fitted concentration of half-maximal effect; % is set by controls: 0 for no effect and ±100 for the full control effect; nearly all actives have a fitted effect of over 60% in size
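BAZ2B 50 nM plus b-H3(5-23)K14Ac 50 nM, PBS pH 7.4/0.01% Tween-20, 30 min RT; compound added (max 110 uM), 30 min RT; streptavidin donor/Ni-chelate acceptor beads 10 ug/mL final, 20 min dark; AlphaScreen read.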
JMJD2A Tudor inh – blocks the human JMJD2A Tudor domain; O75164; Potency, µM (series often up to 114 µM), for the others: at the top dose activity change, negative = inhibition, actives largely listed as inhibitors; AlphaScreen JMJD2A-Tudor / H3K4me3 peptide binding; AID 504339; 390,000 tested, 4.4% active; note: potency is the fitted concentration of half-maximal effect; % is set by controls: 0 for no effect and ±100 for the full control effect; nearly all actives have a fitted effect of over 50% in size
ERG-DNA inh – blocks human ERG Ets domain binding to DNA; P11308; fluorescence polarization, His-ERG Ets domain / labelled DNA; Potency, µM (top dose mostly 76.9 µM), for inactives: at the highest dose FP activity, negative = inhibition, usual class: inhibitors; 370,000 tested, 0.028% active; AID 624246; active = well fitted inhibition curve with a large enough effect in the polarisation, with a control signal flat; inconclusive = small, poorly fitted or top-dose-only effect, or effect the other way, or a change in a side signal; inactive = no such curve, though single readings can be large or run the other way; the % refers to the polarisation;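 note: polarization taken with two DNA probes labelled with fluorescein and Texas red; potency is the fitted concentration of half-maximal effect; % of control where 0% means no effect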
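His-tagged ERG Ets domain (1 uM in the protein solution; 300mM KCl, 50mM Tris-HCl, 1mM EDTA, 1mM DTT, pH 7.5) received compound, then a probe mix of 5 nM fluorescein-DNA and 100nM Texas-615-DNA. Fluorescence polarization was read for both dyes.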
HP1b chromo inh – inhibitors of HP1-beta chromodomain binding to methylated histone tails. AlphaScreen HP1-beta / biotin-H3K9me3 peptide binding. Potency, µM (highest dose often 114 µM), for the others: top-dose activity change, negative = inhibition, usual class: inhibitors. 390,000 tested, 0.56% active. AID 540317; note: potency is the fitted concentration of half-maximal effect; nearly all actives have a fitted effect of over 70% in size; inactives centre near 23
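HP1-beta protein (50 nM final) preincubated 30 min at room temperature with biotinylated H3(1-18)K9me3 peptide (50 nM) in PBS pH 7.4, 0.01% Tween-20, then compound added for 30 min. AlphaScreen streptavidin donor/nickel chelate acceptor beads (10 ug/mL final), 30 min dark, luminescence read.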
GLS inhibitor – blocks human kidney-isoform glutaminase activity | O94925 | GLS enzymatic activity, qHTS titration | Potency, µM (doses to about 45.5 µM), inactives show at the highest dose activity change, negative = inhibition, most hits filed as inhibitors | 410,000 tested, 0.21% active; note: potency is the fitted concentration of half-maximal effect; % is set by controls: 0 for no effect and ±100 for the full control effect
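Read-out is an Amplex red fluorescence increase coupled through glutamate oxidase and HRP, measured before and after 30 min room-temperature incubation. hKGA is in 45 mM KH2PO4 (pH 8.2) with 0.02% Tween-20; glutamine added as 1mM solution.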
RGS4 inh – blocks human RGS4-accelerated GTP hydrolysis. P49798. Transcreener GDP fluorescence polarization, RGS4-accelerated GTP hydrolysis. Potency, µM (series often up to 114 µM), for the others: at the top dose activity change, negative = inhibition, most hits filed as inhibitors. 390,000 tested, 0.039% active; note: potency is the fitted concentration of half-maximal effect; % is set by controls: 0 for no effect and ±100 for the full control effect; nearly all actives have a fitted effect of over 75% in size; some results filed as inactive show a strong effect at the top dose
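MLSMR compounds (23 nl, pin-transferred) preincubated 10 min at room temperature with a 500nM (2x) first reagent, then RGS4 at 900nM (2x) plus Transcreener GDP mix added; fluorescence polarization (620/688 nm) read before and after 90 min at 30 °C.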
The depositor's hits bear a star; ? = inconclusive; / = not tested or not shown; & = joins results of further samples; [ ] = dose if it differs, or a comment. Unless noted, calls come from the whole dose curve; as a rule, active = well fitted curve in the direction sought with a large enough effect; inconclusive = small, poorly fitted or top-dose-only effect, or another doubt; inactive = no such curve, though single readings can be large; an effect the other way counts as inactive or inconclusive. The list is partial (hit frequency here may not be typical).

SMILES | 12-LOX inh | G9a block | PI4K2A block | BAZ2B inh | JMJD2A Tudor inh | ERG-DNA inh | HP1b chromo inh | GLS inhibitor | RGS4 inh
Nc1c(-c2ccccc2)c(CSc2nc3ccccc3[nH]2)nn1-c1ccc(Cl)cc1 | 14% | ? | -1 | 11% | -19% | 5% | 10% | 12% | -6%
O=C(O)c1ccccc1OC(=O)C12CC3CC(CC(C3)C1)C2 | 2% | / | -3 | -12% | -4% | -4% | 24% | 0% | 6%
COc1ccccc1CNC(=O)CCNS(=O)(=O)c1ccc2c(c1)oc(=O)n2C | 9%&-9% | 35% | 1&-4 | -14%&-4% | 1%&-16% | 7%&0% | 27%&21% | 4%&3% | -9%&19%
Cc1cc(C)cc(NC(=O)CN2CCC(NC(=O)Cc3ccccc3)CC2)c1 | 13% | 3%[59 µM] | 1 | 8% | -10% | / | 32% | 3% | -5%
CC1=C(C)N(C)[C@H](c2ccccc2Br)[C@H](O)C1=O | -5% | / | 4 | / | -6% | 4% | 27% | -8% | -2%
CCCN1CCN(C(=O)Cn2nc(C)n3c(cc4sccc43)c2=O)CC1 | -15% | 0%[59 µM] | 0 | -2% | -10% | -18% | 26% | -1% | 6%
Cc1ccc(-n2nc3c(=O)n(CCCC(=O)NCc4ccc(C)o4)nc(C)c3c2C)cc1 | 3% | 21%[59 µM] | 3 | ? | -16% | 10% | 49%[activator] | 0% | -12%[56.9 µM]
CCN1CN=C(NS(=O)(=O)c2ccc(C)cc2)NC1 | -3% | 10%[59 µM] | 0 | 12% | -14% | 3% | 21% | -3% | 10%
O=C(O)C1C2C=CC(C2)C1C(=O)N1CCN(C/C=C/c2ccccc2)CC1 (stereo not drawn) | 419%[activator] | -45% | 1 | -25% | -22% | 0% | 15% | 13% | -41%
COc1ccc(NC(=O)c2cccc(N3CCCS3(=O)=O)c2)cc1 | -19% | -6%[59 µM] | -19 | 3% | 3% | -10% | 44% | 3% | 3%
O=C(CSc1ccc2nnc(-c3ccccc3)n2n1)NCc1ccc2c(c1)OCO2 | -10% | 3%[59 µM] | -6 | 6% | -2% | 11% | 76%[activator] | 5% | -8%
CCN1C(=O)CCCc2ccccc21 | -4% | -43% | 0 | -14% | -1% | 13% | 35% | -4% | -3%
CC(Cc1ccsc1)NC(=O)CCc1nnc(COc2ccccc2)o1 (stereo not drawn) | 89%[activator] | 16%[0.501 µM] | -2 | 5% | -9% | 3% | 29% | 2% | -1%
CC(=O)Nc1cc2c(c([N+](=O)[O-])c1C)C(C)(C)CC2(C)C | 0% | / | 1 | / | -10% | -14% | 5% | -8% | 16%
Cc1ccc(C)c(OCc2ccc(C(=O)Nc3ccc([N+](=O)[O-])cn3)o2)c1 | 230%[activator] | 8%[12.7 µM] | -1 | -7% | -9% | -8% | 21% | 1% | -6%
CC1(C)C(=O)Nc2ccccc2N1C(=O)COC(=O)Cc1ccc(Cl)c(Cl)c1 | -30% | / | -5 | / | -30% | -5% | 33% | 3% | 19%
Cc1c(NC(=O)c2cc3nc(-c4ccc(Br)cc4)cc(C(F)(F)F)n3n2)c(=O)n(-c2ccccc2)n1C | 0% | -11%[59 µM] | 5 | 2% | -5% | -6% | 31%[activator] | 10% | 3%
COc1cc(NC(=O)COC(=O)CCc2cc(OC)c(OC)c(OC)c2)cc(OC)c1 | -14% | -6%[59 µM] | -3 | -8% | 2% | 9% | 47%[activator] | -7% | -6%
CCN1CCN(C(=O)CN(c2ccc(F)cc2)S(=O)(=O)c2ccc(OC)c(OC)c2)CC1 | -15% | 17% | 1 | -2% | -3% | -1% | 18% | 0% | -17%
Cc1ccc(C2C3=C(CCCC3=O)N=C3c4ccccc4C(=O)C32)cc1 (stereo not drawn) | -32% | 45µM* | -4 | 28µM* | -21% | -4% | ? | 26% | -34%
CCCCc1nc(NCC2CCCO2)c(C#N)c2c1COC(C)(C)C2 (stereo not drawn) | -7% | -31%[59 µM] | 2 | 6% | 22% | 10% | 61%[activator] | -7% | -14%
O=C(O)CCCN1C(=O)c2ccc(Oc3cccc([N+](=O)[O-])c3)cc2C1=O | -2% | 6% | 0 | -5% | -10% | -6% | 21% | -1% | 0%
COc1ccc(C)cc1NC(=O)c1ccc([N+](=O)[O-])cc1[N+](=O)[O-] | 3% | -27% | 3 | 0% | -20% | -4% | 30% | -3% | 7%
OC(COc1ccc2ccccc2c1)CN1CCCC1 (stereo not drawn) | 18% | -49% | 0 | -4% | -16% | / | 2% | 1% | 8%
O=C(c1ccc(Cn2c(=O)[nH]c3ccccc3c2=O)cc1)N1CCN(c2ccccc2)CC1 | 0% | -32% | 5 | ? | -4%[57.1 µM] | 2% | 5% | 12% | -5%[11.4 µM]

(next part)
SMILES | 12-LOX inh | G9a block | PI4K2A block | BAZ2B inh | JMJD2A Tudor inh | ERG-DNA inh | HP1b chromo inh | GLS inhibitor | RGS4 inh
CCOCCCn1c(=N)c(C(=O)NC2CCCC2)cc2c(=O)n3cccc(C)c3nc21 | ? | 6%[59 µM] | 0 | 0% | -18% | -1% | 10% | -7% | 3%
Oc1ccc(-c2csc(Nc3ccccn3)n2)cc1O | 20µM* | 11µM* | -7 | 40µM* | 56µM* | 0% | 14µM* | ? | -35%
CN(C)c1nc(N)nc(-c2nc3ccccc3s2)n1 | 3% | -33% | 0 | 10% | -12% | / | 29% | 4% | 33%
CCOC(=O)c1cc(S(=O)(=O)N2CCN(C3CCCCC3)CC2)cn1C | 17% | 3%[59 µM] | -3 | -11% | -23% | -2% | -1% | 1% | -43%[56.9 µM]
Cc1ccc(C(=O)Nc2ccc3c(c2)ncn3C)cc1 | 0% | 6%[12.7 µM] | -1 | 8% | 0% | 1% | 38% | -7% | -11%
COc1ccccc1/C=N\Nc1cc(C)nc(-n2nc(C)cc2C)n1 | 3% | 46%[activator][59 µM] | 5 | 1% | -18% | -11% | 27% | 7% | -16%
COc1ccc(NC(=O)C(=O)NCc2ccncc2)c(OC)c1 | 0%[57.4 µM] | -6%[59 µM] | 10 | 13% | -3% | -6% | 19% | 3% | 31%
O=C(CN1C(=O)NC2(CCc3ccccc32)C1=O)c1ccc(Br)cc1 (stereo not drawn) | -19% | -6%[0.501 µM] | -2 | -19% | -17% | 8% | 21% | 0% | 17%
Cc1ccc(NC(=O)COC(=O)CCc2ccc(S(=O)(=O)N3CCOCC3)cc2)cc1F | 3% | 20% | -8 | / | -4% | -12% | 34% | 3% | 21%
O=[N+]([O-])c1nn(-c2ccc3c(c2)OCCO3)n(O)c1=NCc1ccc(F)cc1 | 6% | ? | -4 | 35µM* | 35µM* | 19% | ? | 18% | -28%
CCOC(=O)c1c(S(=O)(=O)NCC(=O)Nc2cccc(F)c2)c(C)n(C)c1C | 3% | / | -4 | -22% | -16% | 1% | 7% | 4% | 27%
O=C1NCC(c2ccccc2)(c2ccccc2)C(=O)N1 | -4% | / | 4 | / | -6% | / | 19% | -5% | 8%
O=C(CN1C(=O)c2ccccc2S1(=O)=O)Nc1ncc(Cl)cc1Cl | ? | / | -1 | / | ? | -3% | -10% | -8% | -15%
C=CCn1c(CCNC(=O)C(C)(C)C)nc2ccccc21 | 16% | -5%[59 µM] | -6 | 0% | 4% | 1% | 31% | 1% | -7%
CC(=O)c1cccc(NC(=O)NNC(=O)c2ccc3ccccc3c2)c1 | 390%[activator] | 114%[activator] | -6 | 8% | 3% | 7% | 45%[activator] | 20% | -9%
COc1ccccc1NC(=O)CSc1nccc(-c2ccco2)n1 | 310%[activator] | -7%[2.33 µM] | -4 | -5% | -9% | 16% | 36% | 0% | -10%
COc1cc(CN2CCNC(=O)C2CC(=O)N2CCCN(C(C)=O)CC2)cc(OC)c1 (stereo not drawn) | / | 14% | 6 | -14% | -11% | -2% | 14% | 5% | 4%

High-throughput results from PubChem BioAssay.
